KOR beta-arrestin-1 – KOR agonists, beta-arrestin recruitment, primary screen, cell-based, luminescence, uHTS (AID 1777). 280,000 compounds, 0.02% hits. KOR beta-arrestin recruitment, luminescence; higher % means a stronger effect. one-dose activation, % at 10 µM; EC50 in µM for titrated hits; in the data active = activation above about 50%, passing the limit was not always enough; also: a part of the inactive calls stands beside numbers as strong as those of hits
M17LAP inhibition – P. falciparum M17LAP inhibitors, primary screen, biochemical, fluorogenic H-Leu-NHMec substrate, 1536-well (AID 1619); 220,000 compounds, 0.38% hits; recombinant M17LAP, H-Leu-NHMec fluorogenic kinetic assay; higher % means a stronger effect; one-dose inhibition, % at 30 µM; IC50 in µM for titrated hits;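 active = compound inhibiting the enzyme by more than half at any dose during confirmatory dose-response retesting; inconclusive = strong single-dose inhibitors picked by rank but not retested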;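 also: plate controls were full reaction with DMSO carrier for no effect and no enzyme background for full effect; strong numbers were not always called active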
P. falciparum M1AAP – malaria alanyl aminopeptidase activity blockers – biochemical, fluorogenic H-Leu-NHMec substrate, 1536-well (AID 1445); one-dose inhibition, % at 30 µM; IC50 in µM for titrated hits; recombinant M1AAP, H-Leu-NHMec fluorogenic kinetic assay; higher % means a stronger effect; 220,000 compounds, 0.42% hits;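 active = primary inhibition above the hit cutoff, then over 50% inhibition at one or more dose response concentrations, cut at about 23% in these data, passing the limit was not always enough; inconclusive = conflicting primary data, or primary hits not chosen for dose response; inactive = low primary inhibition, or under 50% at every dose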;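 also: plate controls were DMSO full reaction for no effect and no enzyme background for full effect; strong numbers were not always called active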
NOD2 inhibition – inhibition of NOD2-driven NF-kB reporter – cell-based, luminescence, uHTS, HEK293 (AID 1566). HEK293 NOD2/NF-kB luciferase reporter, luminescence; higher % means a stronger effect. one-dose inhibition, % at 4 µM; EC50 in µM for titrated hits. 290,000 compounds, 0.63% hits; also: many of its hits are not listed in these tables
NOD1 NF-kB reporter – NOD1 signaling inhibitors, primary screen, cell-based, luminescence, uHTS (AID 1578) | NOD1-driven NF-kB luciferase reporter cells, luminescence; higher % means a stronger effect | one-dose inhibition, % at 4 µM; EC50 in µM for titrated hits | 290,000 compounds, 1% hits; in the data active = inhibition mostly above about 36%, no sharp cut-off; inactive = mostly below about 34%;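 also: HEK-293T reporter cells stimulated with the NOD1 agonist gamma-tri-DAP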
AID2073 – disruptors of CaV2.2 binding to Mint1 – biochemical, HTRF (AID 2073). HTRF protein-protein interaction, Mint1-CaV2.2; higher % means a stronger effect. inhibition, % at 20 µM; hits with a dose series show IC50 in µM. 290,000 compounds, 0.19% hits; in the data active = inhibition mostly above about 51%, no sharp cut-off; inconclusive = no clear call, values can overlap the other calls; inactive = mostly below about 53%; also: some results filed as inactive read as strong as hits
Dynein cargo inh – blocks dynein driven cargo transport along microtubules. 3617.4 mouse cells, GR-EGFP nuclear translocation imaging; test concentration mostly 20 µM; stimulated with dexamethasone, 1 µM; hits give low values. z-score, hits read low. 220,000 compounds, 0.47% hits;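 active = plate z-score of nuclear minus cytoplasmic receptor signal below a set negative limit, without overly bright fluorescence or cell loss, cut at about -3.5 in these data, passing the limit was not always enough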;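 also: z-score of nuclear minus cytoplasmic ring GR-EGFP intensity difference per well; some compounds called inactive have numbers as strong as hits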
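Buffer or medium: tet-free medium with charcoal-stripped serum / Also added: dexamethasone agonist, 1.0 µM final, for 30 min / Timing: induction 48 h, compound 1 h, agonist 30 min / Measured by: high-content fluorescence imaging after fixation / Read-out: nuclear-to-cytoplasmic GR-EGFP distribution per well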
GPR55 beta-arrestin – GPR55 agonists via beta-arrestin recruitment, primary screen, imaging, U2OS cells, beta-arrestin-GFP redistribution (AID 1961). U2OS GPR55 beta-arrestin-GFP redistribution imaging; higher % means a stronger effect. 290,000 compounds, 0.048% hits. activation, % at 10 µM; hits with a dose series show EC50 in µM;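 active = activation above 40% with more than 50 cells counted in the well; inconclusive = wells holding fewer than 50 cells, flagged as toxic or sparse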;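 also: U2OS osteosarcoma cells stably expressing GPR55 and beta-arrestin-GFP; plate controls were DMSO negative control for no effect and LPI positive control for full effect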
KOR beta-arrestin-2 – KOR antagonists, beta-arrestin recruitment, cell-based, luminescence, uHTS (AID 1778) | KOR beta-arrestin recruitment, luminescence, antagonist mode; higher % means a stronger effect | one-dose inhibition, % at 10 µM; IC50 in µM for titrated hits | 290,000 compounds, 0.091% hits; also: strong numbers were not always called active
Dynein cargo inh cytoplasmic EGFP – second read-out of Dynein cargo inh, no call of its own (marks repeat the call); z-score; measured here: cytoplasmic GR-EGFP intensity; hits give high values
Dynein cargo inh nuclear GR-EGFP – also measured in Dynein cargo inh; calls as there; z-score; measured here: nuclear GR-EGFP intensity;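 lower value marks the stronger effect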
Dynein cargo inh cell count – further read-out of Dynein cargo inh, marked with its call; z-score; measured here: cell count per field
Active calls of the source: *; ? = inconclusive; . = not tested or not shown; [ ] = another dose, or the depositor's remark. Rule as the data show it, unless noted: active = inhibition above about 50%; inactive = the rest. These rows are one share of the data; rates above refer to the full screens.

SMILES	KOR beta-arrestin-1	M17LAP inhibition	P. falciparum M1AAP	NOD2 inhibition	NOD1 NF-kB reporter	AID2073	Dynein cargo inh	Dynein cargo inh cytoplasmic EGFP	Dynein cargo inh nuclear GR-EGFP	Dynein cargo inh cell count	GPR55 beta-arrestin	KOR beta-arrestin-2
COC(=O)C(NS(=O)(=O)c1ccccc1Br)C(C)C (stereo not drawn)	3.2%	1%	7%	-8%	-15%	-10%	-0.63	-0.21	-0.29	0.26	0.0%	-14%
Cc1ccc(C2OC3=C(C(=O)CC(C)(C)C3)C(N)=C2C#N)o1 (stereo not drawn)	-2.8%	-7%	0%	2%	-18%	3%	0.34	-0.22	0.33	-0.24	0.2%	-2%
CCC(C)c1ccccc1N=Cc1ccc2c(c1)OCO2 (stereo not drawn)	0.3%	.	.	-4%	-21%	0%	.	.	.	.	-0.1%	0%
CCOc1ccc(NS(=O)(=O)c2ccc(OCC(=O)N3CCCC3)cc2)cc1	0.3%	7%	2%	10%	-13%	-1%	-0.69	-0.22	-0.064	-0.18	0.0%	28%
CCOc1ccc(N(C(C)=O)C2C=CS(=O)(=O)C2)cc1 (stereo not drawn)	-1.4%	-1%	2%	7%	-29%	7%	0.89	-0.2	0.74	-0.071	-0.1%	5%
O=C(NC1=NCCS1)c1ccccc1OCc1ccc(F)cc1	-0.7%	9%	-3%	8%	-24%	-7%	1.9	0.029	1.5	-2.4	0.3%	13%
CS(=O)(=O)Nc1nc2n(n1)C(c1ccccc1)CC(c1ccccc1)N2 (stereo not drawn)	14%	2%	3%	11%	0%	7%	1.1	-0.19	0.67	-0.53	-0.3%	-13%
CCOC(=O)c1[nH]c(C)c(C(=O)Nc2ccc3c(c2)CCC3)c1C	2.6%	-8%	13%	-14%	29%	-2%	0.46	-0.13	0.4	0.14	-0.1%	3%
C=CCn1c(SCc2ccc(Cl)c(Cl)c2)nnc1C(CO)NC(=O)c1ccc(OC)cc1 (stereo not drawn)	-0.1%	-14%	1%	-4%	16%	0%	0.0037	-0.24	0.049	0.67	0.1%	11%
CCN(Cc1ccccc1)C(c1cc2cc(C)cc(C)c2[nH]c1=O)c1nnnn1CCOC (stereo not drawn)	-0.7%	-10%	6%	-11%	-5%	-3%	-0.62	-0.19	-0.39	0.25	-0.3%	12%
C=C(C)COc1ccc(-c2ncncc2-c2ccccc2)c(O)c1	-3.6%	.	.	16%	-10%	-2%	.	.	.	.	0.4%	30%
CCCCNC(=O)Nc1cc(C(=O)OC)ccc1Cl	6.5%	6%	-1%	16%	15%	5%	-0.51	-0.29	-0.17	0.22	-0.2%	-18%
O=C(COc1ccccc1)Nc1nnc(S(=O)(=O)N2CCCCCC2)s1	-6.4%	.	.	15%	-13%	5%	.	.	.	.	0.3%	-42%[20 µM]
O=[N+]([O-])c1cc(C(F)(F)F)cc([N+](=O)[O-])c1NCCCN1CCOCC1	.	-1%	-1%	7%	-20%	0%	-0.62	-0.31	-0.33	0.47	-0.1%	-30%[20 µM]
COc1ccc(CCNC(=O)COC(=O)CCC(=O)c2ccc(F)cc2)cc1OC	1.1%	-4%	0%	10%	-19%	-1%	0.14	-0.25	0.31	-0.3	-0.6%	6%
O=Cc1c(NCCc2ccc(F)cc2)c2ccccc2[nH]c1=O	3.3%	.	.	5%	-22%	2%	.	.	.	.	0.6%	-22%[20 µM]
CCN(CC)c1nc2c(s1)C(=O)CC(C)(C)C2	-2.0%	24%	11%	-6%	-20%	-4%	-0.58	0.83	-0.087	0.81	-0.2%	20%
COc1ccc(NC(=O)/C(=C\c2ccccc2)NC(=O)c2ccco2)cc1	1.7%	.	.	1%	1%	-1%	.	.	.	.	-0.1%	-26%
O=C(N/N=C/c1ccccc1)C(=O)N/N=C/c1ccccc1	-2.3%	.	.	6%	-7%	7%	.	.	.	.	0.2%	-18%
O=[N+]([O-])c1ccc(/C=N/N2CCN(c3ccncc3S(=O)(=O)N3CCCCC3)CC2)cc1	-5.7%	-3%	-2%	12%	-20%	-10%	-0.35	-0.25	-0.55	0.67	0.4%	-4%
O=S(=O)(NCc1cn2ccccc2n1)c1cc(F)ccc1F	1.0%	2%	-2%	6%	-20%	16%	0.79	-0.23	-0.49	1	-0.3%	20%
COc1ccc(CCC(=O)Nc2cc([N+](=O)[O-])ccc2OC)cc1	-0.4%	1%	8%	10%	-17%	3%	-0.054	-0.27	-0.37	-0.2	-0.2%	13%
Cc1ccc(O)c(N/C=C/C(=O)c2ccc(F)cc2)c1	-3.7%	.	.	-9%	-32%	8%	.	.	.	.	-0.2%	-20%
Cc1cccc(CC(=O)N2CCC(n3nccc3NC(=O)C3CC3)CC2)c1	-5.0%	.	.	-2%	-45%	2%	.	.	.	.	0.6%	8%
C=CCN(CC=C)C(=S)NC(=O)/C=C/c1ccc(C)cc1	1.1%	12%	6%	25%	18%	13%	-0.84	-0.3	-0.62	0.48	-0.1%	-10%
CCOc1ccc(CCNC(=O)COC(=O)c2cccs2)cc1OCC	-3.9%	.	.	1%	-12%	3%	.	.	.	.	0.0%	2%
Cc1cccc(-n2cnc(C(=O)O)c2)n1	-8.3%	7%	2%	15%	-19%	-8%	1.2	-0.29	0.61	-0.74	0.1%	-2%
CCCN1C(=O)C(NC(=O)c2ccncc2)(C(F)(F)F)C2=C1CC(C)(C)CC2=O (stereo not drawn)	5.3%	0%	3%	6%	-13%	-8%	-0.73	0.39	0.087	1.3	-0.2%	-35%
Cc1nn(C(=O)c2nn(C)cc2[N+](=O)[O-])c(C)c1Cl	-4.2%	-7%	-1%	17%	-26%	34%	-1.3	-0.28	-0.14	1.4	-0.4%	4%
CCOc1cc(/C=C2/C(=N)N3OC(C)=CC3=NC2=O)ccc1OC(=O)c1ccco1	4.4%	3%	3%	18%	-21%	10%	-1.6	-0.25	-0.66	1.7	0.3%	-32%
CCS(=O)(=O)N1CCCC(C(=O)NCCN(C)Cc2ccccc2)C1 (stereo not drawn)	6.6%	0%	0%	17%	13%	10%	-0.66	-0.22	-0.68	1.2	0.3%	-17%
COc1ccc(C2/C(=C(\O)c3ccc4c(c3)CC(C)O4)C(=O)C(=O)N2Cc2cccnc2)c(OC)c1 (stereo not drawn)	-0.9%	.	.	1%	12%	21%	.	.	.	.	-0.1%	-26%
CCCNC(=O)c1c(O)c2cccc3c2n(c1=O)CCC3	-11%	.	.	20%	3%	12%	.	.	.	.	-0.1%	22%
CCc1ccc(C(O)(CNCc2ccccc2)c2ccccc2)cc1 (stereo not drawn)	2.8%	.	.	4%	-14%	1%	.	.	.	.	1.1%	-7%
Cc1c(C(=O)N(Cc2ccccc2)C(C)C)cnn1-c1ccccc1	6.5%	1%	-1%	6%	-2%	8%	-1.2	-0.24	-0.32	0.99	0.6%	32%
Cc1ccc(S(=O)(=O)NNC(=O)CCC(=O)Nc2ccc(C)cc2C)cc1	2.7%	5%	1%	24%	-27%	1%	-0.44	-0.26	-0.29	0.28	-0.3%	-1%
Cc1ccc(CN(C(=O)c2cccs2)C2CCS(=O)(=O)C2)cc1 (stereo not drawn)	4.7%	.	.	13%	-34%	13%	.	.	.	.	-0.1%	20%
COc1ccc(-c2cc(C(F)F)n3ncc(C(=O)N4CCc5ccccc54)c3n2)cc1	.	-9%	7%	-34%	-30%	27%	-0.37	0.18	-0.19	0.24	-0.1%	-145%[20 µM]
OC(CN1CCN(Cc2ccccc2)CC1)Cn1c2ccccc2c2ccccc21 (stereo not drawn)	1.7%	1%	-3%	10%	-22%	0%	-0.49	-0.29	-0.6	1	-0.2%	17%
Cc1ccc(S(=O)(=O)/N=C(/Nc2ccc(F)cc2F)c2ccc(F)cc2)cc1	4.7%	.	.	-1%	-30%	?	.	.	.	.	-0.1%	14%
COc1ccc(N2C(=O)CSC23C(=O)N2CCCc4cccc3c42)cc1 (stereo not drawn)	-5.8%	8%	-1%	-3%	-14%	-5%	0.039	-0.41	0.47	-0.32	1.1%	-2%
c1csc(C2C3=C(Nc4ncnn42)c2ccccc2OC3)c1 (stereo not drawn)	-4.2%	-6%	10%	8%	-5%	19%	-0.81	-0.17	-0.32	0.42	0.1%	-1%
CN(C)c1ccc(NC(=O)CSc2nnc(-c3cccs3)n2Cc2ccco2)cc1	1.7%	7%	9%	-64%	-16%	21%	0.54	0.13	0.43	1.7	-0.1%	8%
Cc1cc(NC(=O)c2cncc(Br)c2)ccc1NC(=O)c1cc2ccccc2o1	15%	.	.	10%	-50%	19%	.	.	.	.	-0.1%	-48%
CCOC(=O)C(=O)Nc1ccc(OCc2ccccc2)cc1	-4.4%	.	.	13%	-5%	3%	-0.71	0.089	0.044	1.4	0.1%	-14%[20 µM]
Cc1ccc(OCCNc2ccc(C(F)(F)F)cc2[N+](=O)[O-])cc1	3.5%	0%	0%	-6%	-33%	5%	0.13	-0.25	0.056	-0.44	-0.1%	1%
CCCCc1c(O)c2ccccc2n(CCCC)c1=O	-1.8%	14%	0%	18%	-8%	11%	-1.3	-0.34	-0.98	1.3	-0.1%	-9%
Cc1cnc([N+](=O)[O-])n1CCOC(=O)NC(=O)c1cccc(F)c1	4.5%	12%	12%	-20%	-19%	18%	0.45	-0.24	0.12	0.28	0.0%	-37%
CC1=C(C(=O)Nc2ccc(C(=O)N3CCN(c4ccccc4F)CC3)cc2)SCCO1	1.8%	.	.	8%	-7%	14%	.	.	.	.	0.3%	-21%
O=C(COc1ccc(Cl)cc1)Nc1ncc([N+](=O)[O-])s1	-1.0%	5%	6%	10%	74%*	6%	-0.82	-0.32	-0.48	0.66	-0.2%	-9%
COC(=O)c1cc(C(=O)N2CCOCC2)cc([N+](=O)[O-])c1	0.8%	15%	14%	8%	-30%	-8%	0.0016	-0.37	0.015	0.36	-0.3%	1%
